Screens from PubChem.
AI-2 QS mod: modulates the Vibrio harveyi AI-2 quorum sensing system; actives 0.4% (n = 300,000); activity change, % at 7.5 µM; Vibrio harveyi JMH597 AI-2 luminescence/OD600 ratio, 9 h; hits give low values; strain lacks LuxN and CqsS sensors; 0 = neutral-control median; in the data active means activity change below about -75%, passing the limit was not always enough;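 further: luminescence divided by OD600 gain over 9 h not by final OD600 alone; inactives centre near 13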
KLF5 inh: kruppel-like factor 5 inhibition. actives 0.23% (n = 290,000). inhibition, % at 5 µM. AID 1700. DLD-1 KLF5 promoter-luciferase reporter, luminescence;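 active means inhibition above a per-plate limit of that plate's mean compound inhibition plus 3 SD, cut at about 60% in these data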;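 further: 0% = DMSO wells and 100% = LY294002 at 200 µM; higher means less KLF5 promoter-driven luciferase light; inactives centre near -14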
HSF-1 act: increases HSF-1 driven luciferase reporter signal | NIH3T3-HGL HSF-1 luciferase reporter, MG132, 8 h; 100% = twice DMSO control signal | actives 1.7% (n = 300,000) | activation, % at 9 µM;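 active means mean replicate activation of at least 50% with a set share of replicates each reaching 50%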;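 further: 0% = median of the neutral control wells and 100% = twice that signal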
IEC-6 tox: counter-screen for KLF5 inhibitors: cytotoxicity in IEC-6 cells; inhibition, % at 5 µM; actives 0.78% (n = 290,000); AID 1825; IEC-6 cytotoxicity, luminescence viability; in the data active means inhibition above about 22%;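 further: 0% = plate median of test compound wells and 100% = cytotoxic reference compound wells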
HSF1 inhib: HSF1 inhibition. NIH3T3-HGL HSE-luciferase, MG132-induced, luminescence 8 h; hits give low values. AID 2098. actives 0.77% (n = 300,000). activity change, negative = inhibition, % at 7.5 µM (by protocol);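 active means more than half of replicate wells show activity change below -50%, luminescence cut by over half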;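 further: luciferase reports HSF-1 transcriptional activity via heat shock element; 0% = median of DMSO wells and -100% = zero luminescence signal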
HSP90 refold inh: inhibitors of HSP90 luciferase refolding in rabbit reticulocyte lysate. luciferase refolding luminescence, 3 h. inhibition, % at 5.6 µM. actives 0.91% (n = 290,000);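 active means inhibition above the screen-wide mean plus 3 SD, computed separately per campaign, cut at about 16% in these data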;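 further: 0% = DMSO wells and 100% = 60 µM geldanamycin wells; inhibitors lower the luminescence because luciferase stays unfolded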
HIF activator: HIF pathway transcriptional activation; U2OS HRE-luciferase reporter, luminescence; normalized: DMSO 0%, desferrioxamine 100%; actives 0.32% (n = 300,000); AID 1910; activation, % at 7.5 µM (by protocol);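 active means mean activation of at least 10% of the iron chelator positive control signal, with at least half of replicates also reaching 10%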
GSK3A inh: blocks human GSK-3 alpha kinase. actives 0.1% (n = 320,000). inhibition, % at 10 µM. P49840. ADP-Glo luminescence, 60 min;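 in the data active means inhibition above about 50%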;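 further: GST-tagged GSK-3 alpha with peptide substrate and 25 µM ATP; 0% = DMSO neutral wells and 100% = GW8510 positive control wells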
Target sequence (P49840 whole entry, looked up): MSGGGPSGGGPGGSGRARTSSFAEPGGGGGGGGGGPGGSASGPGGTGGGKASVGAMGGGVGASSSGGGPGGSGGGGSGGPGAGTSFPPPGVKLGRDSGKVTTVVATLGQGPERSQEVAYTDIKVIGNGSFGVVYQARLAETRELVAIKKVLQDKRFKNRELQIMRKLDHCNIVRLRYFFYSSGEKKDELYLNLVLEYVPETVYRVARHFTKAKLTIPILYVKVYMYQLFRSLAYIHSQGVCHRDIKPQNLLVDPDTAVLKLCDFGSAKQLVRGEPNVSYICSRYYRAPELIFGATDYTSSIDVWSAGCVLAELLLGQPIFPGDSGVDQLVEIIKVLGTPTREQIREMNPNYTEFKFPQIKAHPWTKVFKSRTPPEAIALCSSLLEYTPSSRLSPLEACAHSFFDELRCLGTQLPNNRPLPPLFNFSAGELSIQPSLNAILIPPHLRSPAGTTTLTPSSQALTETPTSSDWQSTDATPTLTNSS
aSyn 5UTR inh: MLPCN primary screen, SNCA 5' untranslated region. alpha-synuclein 5'UTR reporter, inhibitor activity. actives 0.82% (n = 300,000). inhibition, % (tested at 7.5 µM); in the data active means inhibition above about 60%;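 further: H4 neuroglioblastoma cells stably carrying SNCA 5'UTR luciferase fusion; 0% = DMSO wells and 100% = positive control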
GSK3B inh: human GSK3beta kinase inhibition. P49841. GST-GSK3beta kinase, ADP-Glo luminescence, 60 min; hits give low values. activity score (negative = inhibition), % at 10 µM. actives 0.038% (n = 300,000);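 active means more than half of replicate wells score below -50%, meaning over 50% inhibition versus plate controls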;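 further: 0% = median DMSO wells and -100% = median GW8510 positive control wells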
Target sequence (P49841 whole entry, looked up): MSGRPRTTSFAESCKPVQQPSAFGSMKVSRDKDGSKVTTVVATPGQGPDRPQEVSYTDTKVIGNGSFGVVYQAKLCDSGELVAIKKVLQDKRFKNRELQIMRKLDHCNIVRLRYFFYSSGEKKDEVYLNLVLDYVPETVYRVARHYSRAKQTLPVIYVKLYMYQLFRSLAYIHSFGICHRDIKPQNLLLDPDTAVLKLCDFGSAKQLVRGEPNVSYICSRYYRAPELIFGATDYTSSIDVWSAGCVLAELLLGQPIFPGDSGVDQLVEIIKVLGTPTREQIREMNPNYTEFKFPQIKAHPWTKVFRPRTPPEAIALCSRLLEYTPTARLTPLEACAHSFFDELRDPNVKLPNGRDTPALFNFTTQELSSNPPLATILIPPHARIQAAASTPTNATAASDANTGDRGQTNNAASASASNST
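Test system: GST-tagged human GSK3beta kinase, cell-free; evaluation: activity score scaled between in-plate DMSO and GW8510 controls; measured by: ADP-Glo luminescence; incubation: 60 min reaction, RT; benchmarks: DMSO and 20 µM GW8510; reagent: peptide substrate plus 25 µM ATP (final); medium: Tris/MgCl2 kinase buffer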
The depositor's hits bear a star; x = not tested or not shown. Rows are unselected. Share with any hit: about 4.7%.

Every second line gives: AI-2 QS mod	KLF5 inh	HSF-1 act	IEC-6 tox	HSF1 inhib	HSP90 refold inh	HIF activator	GSK3A inh	aSyn 5UTR inh	GSK3B inh
- CN1CCN(c2ccc(S(=O)(=O)N3CCCCC3)cn2)CC1
    7	-22	12	-5	-8	1	-0.2	x	12	2
- CCOc1ccc(CC(=O)N2CCN=C2SCc2ccc([N+](=O)[O-])cc2)cc1
    -38	-39	5	0	4	-1	0.1	1	4	-6
- COc1ccc2cc(CCNC(=O)CC(C)(C)C)c(=O)[nH]c2c1
    15	-1	11	-1	0	2	0.8	0	-6	4
- CCCC(=O)c1ccc(N2CCN(C(=O)c3ccc(Br)cc3)CC2)c(F)c1
    23	3	31	2	-4	0	-0.4	1	18	3
- O=C(N=C1SC2CS(=O)(=O)CC2N1c1cccc(Cl)c1Cl)C1CCCO1 (stereo not drawn)
    1	3	-25	5	-4	-5	0.4	0	23	1
- C#Cc1ccc(C(=O)Nc2ccc(N3CCC(C)CC3)c(C(N)=O)c2)cc1
    17	-4	-11	3	-2	0	-0.8	0	-16	1
- C=CCOCCN(C)C1=NS(=O)(=O)c2cc([N+](=O)[O-])ccc21
    53	22	6	-3	0	0	-0.1	-1	-10	6
- CCCC(=O)Nc1c(-c2ccccc2)c(=O)c(C)nn1-c1ccc(Cl)cc1
    4	-28	-8	3	-5	-7	-0.1	3	-10	-1
- CCOC(=O)C1=C(C)NC(=O)C(C(N)=O)C12CCCC2 (stereo not drawn)
    10	2	-13	-4	-11	-1	0.2	-1	22	-7
- CCOC(=O)c1cc2oc(C(c3nnnn3C3CCCCC3)N3CCOCC3)cc2[nH]1 (stereo not drawn)
    x	-3	x	-2	x	-3	x	-1	x	x
- CN(Cc1cccc(Cl)c1)C(=O)C1CCN(C(=O)Nc2ccccc2)CC1
    9	x	3	x	12	x	-0.5	-1	8	5
- O=S(=O)(NC1CCCCC1N1CCN(c2ccccc2F)CC1)c1ccccc1 (stereo not drawn)
    42	-4	12	-9	14	3	x	x	4	2
- O=C(NCCCN1CCN(Cc2ccccc2)CC1)C1CCN(S(=O)(=O)N2CCC3(CC2)OCCO3)CC1
    18	-24	-5	2	-1	0	-0.2	-1	-14	-2
- O=C1Nc2ccc(NS(=O)(=O)c3cccs3)c3cccc1c23
    9	-28	2	1	11	3	-0.1	3	1	2
- COC(=O)c1nn(-c2ccccc2)c(Cl)c1/C=N/OCc1ccc(C)cc1
    12	-5	38	-5	17	-3	-0.6	-1	-17	3
- COc1ccc(OCC(=O)Nc2ccc3c(c2)nc(CCn2ccccc2=O)n3C)cc1
    6	-24	52*	6	10	1	-0.3	-2	26	1
- COc1ccc(CCNc2cc(N3CCN(C(=O)c4ccccc4F)CC3)ccc2[N+](=O)[O-])cc1OC
    19	-12	1	-4	1	-4	1.2	x	18	4
- O=C(CN(C(=O)CCC(=O)Nc1ccccn1)c1ccc(F)cc1)NCCc1ccccc1
    -5	-8	12	-1	-5	1	-0.2	-2	-2	-3
- Cc1ccc(-c2nc(Nc3cccc(O)c3)c3ccccc3n2)cc1
    -1	-25	-5	-2	-3	-5	1.6	16	13	0
- CCCNC(=S)N1CCN(C)CC1
    4	-27	1	-11	-2	-3	-0.2	-1	5	0
- Cc1cccc(OCC(O)CN2C(C)(C)CC(O)CC2(C)C)c1C (stereo not drawn)
    4	-44	8	3	-6	-2	-0.6	-2	12	-7
- C1CCC(C23CC4CC(CC(C4)C2)C3)NC1 (stereo not drawn)
    4	-23	9	2	7	11	0.2	-7	8	2
- CCOc1ccccc1NC(=O)C1CCC(CNc2c(N3CCOCC3)c(=O)c2=O)CC1 (stereo not drawn)
    4	4	-3	4	1	1	0.0	-3	13	-2
- COc1ccc(C(=O)NC(=S)Nc2ccc(S(=O)(=O)Nc3cc(OC)ncn3)cc2)cc1
    41	-22	-2	2	-1	0	-0.2	-1	-20	1
- COc1ccc(CCN2CC(C(=O)NCCc3ccccc3)CC2=O)cc1OC (stereo not drawn)
    16	-41	0	10	1	-1	2.4	1	-97	-4
- COc1ccc(C(C(C(=O)c2ccco2)N2CCOCC2)N2CCOCC2)cc1 (stereo not drawn)
    16	-48	-2	-6	2	1	0.2	1	-33	-1
- CCOC(=O)c1oc2cc(OCC(=O)OC)ccc2c(=O)c1-c1ccc(OC)c(OC)c1
    30	-12	-1	-1	-3	-1	-1.7	-3	2	2
- COc1ccccc1N(CC(=O)NC1CC2CCC1C2)S(=O)(=O)c1ccc(C)cc1 (stereo not drawn)
    3	-15	11	-8	0	-1	-0.2	2	16	6
- Cc1nc(NCCCN2CCOCC2)c2oc3ccccc3c2n1
    26	-21	-7	5	-13	-3	0.3	1	-24	-2
- CCOC(=O)c1c(-c2ccccc2)n(C)c2ccc(O)cc12
    17	-34	-55	0	-57*	3	-0.4	0	20	0
- O=C(CCNC(=O)C1CCN(S(=O)(=O)c2ccccc2)CC1)NC1CC1
    7	-35	1	-4	1	-3	-1.0	0	0	0
- CCOc1ccc(NC(=O)CN(C2CCCCC2)S(C)(=O)=O)cc1
    1	-26	12	-3	-2	-6	-0.1	3	-9	-1
- O=c1oc2cc(O)c(Cl)cc2c2ccccc12
    22	-4	-13	-2	1	-1	0.2	2	-88	0
- C/C(=N/NC(=O)CCc1ccccc1)c1ccc2c(c1)OCO2
    20	-1	-2	0	-2	-2	0.0	2	5	1
- Cc1ccc(S(=O)(=O)C2(C(=O)Nc3ccc(C(C)C)cc3)CC2)cc1
    77	-68	21	2	10	-4	0.9	-2	-77	1
- CCc1ccc(N2CC(C(=O)N/N=C/c3ccccc3OC)CC2=O)cc1 (stereo not drawn)
    19	-4	-7	-5	-1	-6	0.2	-2	25	4
- CCOc1cc(NC(=O)c2ccccn2)c(OCC)cc1NC(=O)c1ccc(C)cc1
    13	-8	-5	0	-1	-4	-0.2	0	6	-1
- Cc1nnsc1-c1c(C(=O)O)c(C)nn1-c1ccc(OC(F)(F)F)cc1
    -1	-22	-4	0	-9	0	-0.1	-3	-4	-2
- Cc1nc(SCC(=O)N2CCCCCC2)[nH]c(=O)c1C
    15	x	3	x	-3	x	0.3	0	5	0
- Cc1ccnc(NC(=O)/C=C/c2ccccc2Cl)c1
    13	-67	30	1	0	35*	0.0	2	-40	1
- COc1cc2cc3c(N)c(C(=O)Nc4sc(C)c(C)c4C#N)sc3nc2cc1OC
    -1	-29	18	-17	-1	-1	-0.6	1	-15	0
- CC1(C)NC(=O)N(CC(O)CN2C(=O)CCC2=O)C1=O (stereo not drawn)
    18	-11	15	4	-6	1	0.3	-4	9	-2
- CCOCCCNC(=O)C(NC(=O)c1ccc(NC(C)=O)cc1)c1ccc(C)cc1 (stereo not drawn)
    15	-3	-6	-12	5	1	2.4	-1	2	0
- COc1ccc(-n2cnc3c(sc4nccc(N(C)C)c43)c2=O)cc1
    12	-29	-8	3	-18	0	-1.1	-8	-23	0
- O=C(O)CSCC(=O)N1CCc2c([nH]c3ccccc23)C1C(F)(F)F (stereo not drawn)
    29	-32	-2	6	-1	-2	-2.4	-2	1	3
- Cc1cc(/C=C2/C(=O)N(C)C(=S)N2C)ccc1N1CCCC1
    12	7	74*	-6	39	-4	2.0	1	-212	2
- CCN(CC)S(=O)(=O)c1ccc(N/N=C/c2cc(OC)c(OC)cc2OC)nc1
    8	-55	-3	5	-3	-1	0.1	-1	-10	3
- CCC(C)(C(=O)Nc1ccccc1C)N(C(=O)CNC(C)=O)c1ccc(C)cc1 (stereo not drawn)
    -3	-11	7	0	-6	3	0.0	-4	26	-1
- COc1ccc(NC(=O)Cn2cnc3sc(C)c(S(=O)(=O)N4CCOCC4)c3c2=O)c(OC)c1
    71	-2	6	-2	-5	0	0.4	1	-37	-1
- Cc1ccc(S(=O)(=O)N(C)c2ccc(OCC(=O)O)cc2)cc1
    24	-17	-3	2	-5	5	0.3	1	-1	0

The listing continues:
Every second line gives: AI-2 QS mod	KLF5 inh	HSF-1 act	IEC-6 tox	HSF1 inhib	HSP90 refold inh	HIF activator	GSK3A inh	aSyn 5UTR inh	GSK3B inh
- CCOc1ccc(C(C)=O)cc1CN1C(=O)C(=O)N(CC)C1=O
    4	-7	0	1	1	1	-0.3	-2	17	1
- C/C(=N\NC(=S)NCCc1ccccc1)c1ccc(Cl)cc1Cl
    -7	-36	-6	4	-2	8	-0.1	-3	3	-3
- CCNc1nc(Oc2ccc(OC)cc2)cc(C(F)(F)F)n1
    10	-8	1	1	3	-1	0.1	-1	2	-3
- c1coc(-c2nc3c([nH]2)CCc2nonc2-3)c1
    17	-22	-1	2	5	-1	-0.1	-1	-27	1
- COc1cc(C(=O)NC(=S)Nc2ccc3[nH]c(=O)[nH]c3c2)cc(OC)c1OC
    26	-4	2	0	1	-2	-0.4	-2	-4	3
- COc1ccc(C(=O)N/C(=C\c2ccc3c(c2)OCO3)C(=O)Nc2cccc(C(=O)O)c2)cc1
    5	-26	-17	-4	-9	-3	0.2	-4	-14	3
- COc1ccc2c(c1)C(C)CC(C)(C)N2C(=O)CSc1nc2ccccc2s1 (stereo not drawn)
    29	0	19	-1	14	7	-1.4	2	-6	4
- COc1ccc(NC(=O)c2cnc(SC)nc2)cc1
    3	-47	2	19	-5	-6	2.6	0	-124	1
- Cc1ccc2cc(CN(CC(C)C)S(=O)(=O)c3cccc4nonc34)c(=O)[nH]c2c1
    4	-2	-11	1	8	-1	-0.5	-1	9	2
- C/C(=N\NC(=O)c1ccncc1)c1cccc(NC(=O)c2ccc(Cl)s2)c1
    2	-82	x	-2	x	-4	x	x	x	-1
- N#CC1(NC(=O)COC(=O)CN2C(=O)c3ccccc3C2=O)CCCCC1
    18	x	0	x	1	x	-0.5	0	6	-1
- O=C(NC(=S)Nc1ccccc1N1CCCC1)c1cccs1
    11	-9	1	2	-13	3	0.0	0	21	0
- Nc1cc(N)nc(SCc2nnnn2-c2ccc(Cl)cc2)n1
    60	-18	11	3	4	1	0.2	-2	9	-1
- CN(Cc1ccccc1)C(=O)c1nc2ccccn2c1CNCCn1cccn1
    25	-6	3	3	-2	-1	-0.2	x	-12	10
- CCN(CC)S(=O)(=O)c1ccc(C(=O)Nc2ccc3c(c2)OCO3)cc1
    27	-16	2	-5	21	-3	0.0	2	-10	1
- CCOC(=O)C1(CCOc2ccccc2)CCN(C(=O)c2cncs2)CC1
    15	-9	-6	4	1	-4	-0.1	-1	-17	-1
- COCC(=O)NC(c1ccccc1)c1ccccc1
    11	-12	-4	-2	-6	1	0.2	1	-5	1

Random excerpt: two entries already listed
Every second line gives: AI-2 QS mod	KLF5 inh	HSF-1 act	IEC-6 tox	HSF1 inhib	HSP90 refold inh	HIF activator	GSK3A inh	aSyn 5UTR inh	GSK3B inh
- O=C(O)CSCC(=O)N1CCc2c([nH]c3ccccc23)C1C(F)(F)F (stereo not drawn)
    29	-32	-2	6	-1	-2	-2.4	-2	1	3
- COC(=O)c1nn(-c2ccccc2)c(Cl)c1/C=N/OCc1ccc(C)cc1
    12	-5	38	-5	17	-3	-0.6	-1	-17	3
